hcDAF-12 act: H. contortus DAF-12 activation, primary screen. HEK293 hcDAF-12 lit1-tk-luc reporter, luminescence; 0% DMSO, 100% Δ7-dafachronic acid. activation, % at 6.8 µM. hit rate 1.4% among 370,000. AID 652067;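 active = activation above the mean of all tested compounds plus 3 SD, cut at about 5.5% in these data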;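 also: 100% = response to 3 µM Δ7-dafachronic acid high control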
PLC-beta3 inh: inhibitors of human phospholipase C beta3 | hit rate 0.18% among 370,000 | Purified PLC-beta3, fluorogenic substrate, fluorescence | AID 720704 | Q01970 | inhibition, % at 12.2 µM; in the data active = inhibition above about 11%;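 also: 0% = median of compound wells on plate and 100% = full blocker control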
ADAM17 inh: ADAM17 inhibition, QFRET primary screen. P78536. recombinant ADAM17, EDANS/DABCYL FRET peptide cleavage. inhibition, % at 6.95 µM. hit rate 0.83% among 370,000. AID 720648;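 active = inhibition above the mean of compounds lying between control limits plus 3 SD, set per campaign, cut at about 8.5% in these data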;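 also: 0% = DMSO-only wells as the low control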
hgDAF12 agonist: activates the H. glycines DAF-12 receptor ligand-binding domain; HEK293 GAL4-hgDAF12 UAS-luciferase reporter, agonist luminescence; normalized to butyrate control; activation, % at 6.8 µM; hit rate 1.8% among 370,000; AID 687014;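 active = activation above a cutoff set at the mean of all screened compounds plus 3 SD, cut at about 10% in these data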;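 also: 0% = DMSO wells and 100% = sodium butyrate wells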
PLC-gamma1 inh: inhibitors of human phospholipase C gamma1. P19174. purified PLC-gamma1, fluorogenic substrate, fluorescence. inhibition, % at 12.2 µM. hit rate 0.84% among 370,000. AID 720700; in the data active = inhibition above about 9.5%
DAX1 inh-1: inhibitors of DAX1 repression of SF-1 activated StAR promoter. HEK293T StAR-luciferase reporter, SF-1/DAX-1 repression relief. inhibition, % at 6.8 µM. hit rate 1.1% among 370,000. AID 652010;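 active = inhibition above the mean over all tested compounds plus 3 SD, cut at about 3.6% in these data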;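 also: 0% = DAX-1 cells with DMSO and 100% = cells lacking DAX-1 with DMSO; higher inhibition means more luminescence from relief of DAX-1 repression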
Rev-erbA mod: modulators of human Rev-erb alpha DNA binding; Rev-erbα–FITC-DNA binding, fluorescence polarization, 90 min; P20393; hit rate 0.79% among 370,000; AID 1259318; activity, % at 10 µM;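 active = activity above about 14%, limit read from the data; passing the limit was not always enough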;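 also: 0% = DMSO wells with 35 nM protein and 100% = DMSO wells with 750 nM protein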
Target sequence (P20393 whole entry, looked up): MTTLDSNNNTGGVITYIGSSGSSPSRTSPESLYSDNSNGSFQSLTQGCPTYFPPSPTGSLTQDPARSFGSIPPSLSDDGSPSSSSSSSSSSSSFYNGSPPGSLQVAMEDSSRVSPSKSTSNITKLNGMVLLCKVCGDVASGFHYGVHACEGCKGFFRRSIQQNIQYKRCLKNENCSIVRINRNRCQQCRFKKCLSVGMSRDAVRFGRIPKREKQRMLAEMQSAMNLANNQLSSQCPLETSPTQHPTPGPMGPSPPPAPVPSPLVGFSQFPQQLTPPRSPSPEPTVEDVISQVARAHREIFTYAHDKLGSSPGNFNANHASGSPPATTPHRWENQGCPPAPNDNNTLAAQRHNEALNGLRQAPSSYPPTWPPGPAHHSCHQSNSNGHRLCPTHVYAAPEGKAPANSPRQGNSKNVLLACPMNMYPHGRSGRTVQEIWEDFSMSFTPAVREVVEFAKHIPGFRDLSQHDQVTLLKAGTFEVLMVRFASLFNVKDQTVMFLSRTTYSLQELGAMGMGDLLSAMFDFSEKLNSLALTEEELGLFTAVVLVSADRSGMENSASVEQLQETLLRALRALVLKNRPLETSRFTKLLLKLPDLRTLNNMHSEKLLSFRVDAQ
SMARCA2 act: activators of SMARCA2 function. MG213 cells, MMTV-luciferase reporter, dexamethasone, overnight. activation, % at 9.1 µM. hit rate 1% among 370,000. AID 652017; in the data active = activation above about 7.8%;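 also: 0% = vehicle wells and 100% = reference activator wells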
MBD2 DNA inh: blocks human MBD2 binding to methylated DNA | TR-FRET, MBD2 binding to methylated oligonucleotide | inhibition, % at 4.4 µM | hit rate 0.31% among 370,000 | AID 686964; in the data active = inhibition above about 13%
DAX1 inh-2: inhibitors of human orphan nuclear receptor DAX1 (NR0B1). hit rate 0.99% among 340,000. AID 504766. P51843. inhibition, % at 6.75 µM. HEK293 Gal4-DAX1 luciferase reporter, luminescence;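 active = inhibition above the mean over all tested compounds plus 3 SD, cut at about 4.2% in these data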;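 also: 0% = DAX1-transfected cells with DMSO and 100% = empty-vector control cells with DMSO; inhibition shows as a rise in luminescence from relieved DAX1 repression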
Target sequence (P51843 207-470 limits assumed): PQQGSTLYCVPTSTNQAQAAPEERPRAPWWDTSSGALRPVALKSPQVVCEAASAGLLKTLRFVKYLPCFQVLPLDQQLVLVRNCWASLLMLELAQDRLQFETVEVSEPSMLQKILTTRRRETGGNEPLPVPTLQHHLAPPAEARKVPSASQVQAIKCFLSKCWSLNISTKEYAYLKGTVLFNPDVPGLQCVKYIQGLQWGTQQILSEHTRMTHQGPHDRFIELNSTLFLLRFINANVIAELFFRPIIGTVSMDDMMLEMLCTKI
ssDAF12 agonist: S. stercoralis DAF-12 activation, primary screen | HEK293 ssDAF-12/GRIP1 lit1-tk-luc reporter, luminescence; % of 3 µM dafachronic acid response | activation, % at 6.8 µM | hit rate 1% among 370,000 | AID 652126;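 active = activation above the mean over all tested compounds plus 3 SD, cut at about 0.9% in these data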;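 also: 0% = DMSO-only wells and 100% = 3 µM delta7-dafachronic acid wells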
The depositor's hits bear a star; i = inactive; . = not tested or not shown.

Every second line gives: hcDAF-12 act | PLC-beta3 inh | ADAM17 inh | hgDAF12 agonist | PLC-gamma1 inh | DAX1 inh-1 | Rev-erbA mod | SMARCA2 act | MBD2 DNA inh | DAX1 inh-2 | ssDAF12 agonist
- COC(=O)C(CC(C)C)NC(=O)C(N)Cc1ccccc1 (stereo not given)
→ -0.6 | 3 | -6 | 1.4 | 0 | 0.2 | -1 | 0 | 3 | 0.7 | -1.2
- CCO[C@@H]1OC(C(=O)N2CCN(C)CC2)=C[C@H](c2coc3ccccc3c2=O)[C@H]1CCCO
→ -0.2 | -3 | -7 | -0.3 | 0 | -0.3 | 6 | -2 | 3 | 2.6 | -1.3
- CC1(C)NC(=O)N(CC(=O)Nc2nc(-c3ccc(F)cc3)cs2)C1=O
→ -0.8 | 0 | -1 | -1.1 | 0 | 0.0 | 1 | -1 | 4 | 0.7 | -1.1
- O=C1OC[C@H]2CCCN2C(=O)[C@@H](CC(=O)N(CCO)Cc2ccccc2)C/C=C\C[C@@H]1Cc1ccc(F)cc1
→ -2.1 | 8 | 3 | -2.0 | 4 | -0.2 | -3 | 1 | 1 | -1.6 | -1.3
- Cc1ccc(NC(=O)[C@@H]2CCCN2S(=O)(=O)c2ccccc2C(F)(F)F)cc1S(=O)(=O)N1CCOCC1
→ -1.6 | 4 | 4 | 0.5 | 1 | -0.9 | 3 | -2 | 5 | 0.6 | -1.7
- COc1ccc(NC(=S)NC(NC(=O)c2ccccc2Cl)C(Cl)(Cl)Cl)c([N+](=O)[O-])c1 (stereo not given)
→ -0.3 | 0 | 3 | -0.1 | 5 | -0.1 | 4 | -3 | -17 | 0.5 | -0.3
- CC(C)(C)c1ccc(C(=O)CC(=O)c2cc(Cl)ccc2O)cc1
→ 1.3 | -6 | 2 | 5.9 | 1 | -0.2 | -3 | -2 | 0 | 0.5 | -0.7
- O=C(Nc1cccc(S(=O)(=O)N2CCCCCC2)c1)c1ccc(=O)[nH]c1
→ -1.9 | -9 | -5 | 0.1 | 0 | -1.2 | -8 | -5 | -2 | -0.7 | -1.5
- NC(=O)c1cc(S(=O)(=O)N2CCCC2)ccc1OCCOc1ccccc1F
→ -1.1 | -1 | -1 | 1.4 | -2 | 0.4 | 0 | 0 | -6 | 1.1 | -0.6
- Cc1ccc(NC(=O)NC2CCN(CC(=O)Nc3nccs3)CC2)cc1
→ -1.9 | -1 | -4 | -0.5 | 0 | -0.5 | -2 | -1 | -3 | -1.0 | -1.6
- CCN(C(=O)COC(=O)c1ccc(Cl)c(N)c1)C1CCS(=O)(=O)C1 (stereo not given)
→ -0.2 | -46 | -22 | 0.6 | -31 | 0.5 | 3 | -2 | -2 | 2.4 | 0.0
- COC(=O)C1=CN(c2ccc(OC)cc2OC)C(N)=C(C#N)C1c1ccc(OC)cc1 (stereo not given)
→ -1.0 | -61 | -7 | -3.8 | -42 | -0.3 | 10 | -6 | 1 | . | -2.1
- COc1ccc2sc(-c3ccc(N(C)C)cc3)c(-c3ccc4cc[nH]c4c3)c2c1
→ 2.8 | i | -220 | 7.3 | i | 0.6 | 1 | 6 | 1 | 4.1 | -0.4
- Cc1ccc(O)c(C(=O)CC(=O)c2cccc(F)c2)c1
→ 2.0 | -6 | -10 | 7.8 | -4 | 2.1 | 1 | 4 | 2 | 1.0 | 0.2
- CCn1c(CCCCc2n[nH]c(=S)n2CC)n[nH]c1=S
→ -1.8 | -1 | -1 | -0.3 | 0 | 0.1 | 4 | -3 | 5 | 0.3 | -1.0
- CC(C)C[C@H](NC(=O)C1(c2ccccc2)CCN(C(=O)[C@H]2CSCN2C(=O)OC(C)(C)C)CC1)C(=O)O
→ 1.1 | -2 | -3 | -3.4 | -3 | -0.2 | -4 | -1 | 0 | 1.9 | -0.6
- COc1ccccc1/C=C/CN1CCCC(CO)(CCc2ccccc2)C1 (stereo not given)
→ -1.5 | -6 | -3 | 2.8 | 0 | -0.4 | -4 | -3 | -2 | -0.5 | -1.4
- O=C(N/N=C/c1ccc(O)c(O)c1)c1ccc(-n2cnnn2)cc1
→ -1.2 | -15 | -4 | 1.5 | -6 | 0.6 | -12 | 2 | 5 | 0.8 | -0.5
- CCc1cc(CNC(=O)CCc2nnc(Cc3cccc(C)c3)o2)on1
→ -0.6 | 2 | 1 | 1.5 | 0 | -0.4 | 0 | -1 | 2 | 0.1 | -1.3
- O=C(O)CCC1=C2c3ccccc3CCN2C(=O)CC1
→ 0.4 | -5 | -7 | 0.8 | -3 | 0.7 | -2 | -4 | -9 | 1.7 | -0.8
- CCn1c(=O)c2cc(C(=O)NCCN(C)C)sc2c2ccccc21
→ 1.1 | -160 | -349 | -0.2 | -129 | 1.6 | 3 | 2 | 0 | 0.5 | -0.8
- CCOC(=O)C1=C(C)NC(=O)NC1c1ccoc1 (stereo not given)
→ -2.5 | 0 | -1 | -1.7 | -1 | -0.4 | 1 | 1 | 2 | -0.9 | -0.8
- COc1cccc(C#Cc2ccc3c(c2)O[C@H](CN(C)S(=O)(=O)c2ccccc2F)[C@H](C)CN([C@H](C)CO)S3(=O)=O)c1
→ 0.6 | -3 | 11* | 0.4 | -4 | -0.5 | -6 | -5 | -5 | 4.1 | -0.2
- CC(=O)Nc1c(-c2ccccc2)nc2cc(C)ccn12
→ -1.9 | -31 | -34 | -2.4 | -25 | -0.2 | -2 | 0 | 0 | 0.5 | -0.9
- Cc1cc(Br)cn2c(Cc3ccsc3)c(-c3ccco3)nc12
→ 1.9 | -23 | -4 | 2.4 | -18 | -0.8 | -11 | 8 | 6 | . | -0.3
- CCOc1ccc(Cl)cc1C(c1c(C)[nH][nH]c1=O)c1c(C)[nH][nH]c1=O
→ -0.9 | -16 | -5 | -2.2 | -5 | -0.6 | -7 | -3 | -10 | -0.5 | -1.2
- CCOc1ccc(S(=O)(=O)n2c(C)nc3ccccc32)cc1
→ -0.4 | 7 | 3 | 0.7 | 8 | 0.4 | 6 | -4 | -5 | -0.8 | -1.0
- CN(CC(=O)Nc1ccccc1Cl)C(=O)CSc1ncc(C(F)(F)F)cc1Cl
→ -0.2 | 5 | 2 | -3.4 | 0 | -0.1 | -2 | -2 | 6 | 1.4 | -1.5
- COc1cccc(Nc2nc(CC(C)=O)ns2)c1
→ 1.6 | -1 | -2 | 4.7 | 3 | -0.1 | 8 | 3 | 1 | 1.4 | -0.8
- Cc1nc([N+](=O)[O-])c(C(=O)O)n1C
→ -0.6 | 5 | 0 | -1.9 | 0 | 0.1 | -1 | -3 | -5 | 1.3 | -1.0

The list continues:
Every second line gives: hcDAF-12 act | PLC-beta3 inh | ADAM17 inh | hgDAF12 agonist | PLC-gamma1 inh | DAX1 inh-1 | Rev-erbA mod | SMARCA2 act | MBD2 DNA inh | DAX1 inh-2 | ssDAF12 agonist
- CS(=O)(=O)N1CCCC(C(=O)Nc2cccc(F)c2)C1 (stereo not given)
→ 0.6 | -3 | -1 | 0.7 | -4 | 0.1 | 3 | -1 | 3 | 2.0 | -0.7
- COc1ccc(C(=S)N2CCCC2)cc1
→ -1.8 | 3 | -5 | 4.6 | 1 | 0.6 | 2 | 4 | 0 | 1.0 | -0.9
- O=C(NCCc1ccccc1Cl)[C@@H]1CCCN1C(=O)[C@@H](NS(=O)(=O)c1ccc(F)cc1F)C1CCCCC1
→ -2.3 | 2 | 4 | -0.6 | -1 | -0.9 | -1 | 2 | 7 | . | -0.6
- COc1ccc(/C=N/NC(=O)CSc2ccccc2)cc1OC
→ -1.0 | 6 | 7 | -0.5 | 5 | -0.1 | -9 | -1 | -2 | -1.1 | -1.0
- CCN(Cc1ccc(OC)c(COC)c1)CC1CCCN(CCc2cccc(OC)c2)C1 (stereo not given)
→ 1.0 | -5 | 2 | -0.6 | 2 | 0.0 | 5 | -3 | -4 | -0.6 | -1.6
- CC(C)(C)OC(=O)N1CCC(CNC(=O)Nc2ccccc2)CC1
→ -1.8 | -4 | 2 | -0.1 | 0 | -0.6 | 1 | 0 | 0 | 1.9 | -1.5
- Cc1ccc(C2=[N+]([O-])C(C)(C)CC2)cc1
→ -1.0 | 2 | -2 | -0.4 | 0 | 0.1 | 5 | -4 | 4 | -0.3 | -0.7
- CN(c1ccccc1C(=O)N1CCCC1)S(C)(=O)=O
→ -0.8 | 6 | -3 | 0.4 | 1 | 0.2 | 6 | 1 | 6 | 0.6 | -0.5
- CCOC(=S)SCC(=O)Nc1ncc(C)s1
→ 0.1 | -9 | -5 | 1.1 | -2 | 0.4 | -7 | 0 | -3 | 1.6 | 0.4
- CCc1nc2c(OCCn3cccc3)cccn2c1N(C)C(=O)c1ccco1
→ -2.8 | -4 | -3 | -6.1 | -3 | -0.3 | -2 | 0 | -1 | . | -1.0
- O=C(COc1ccc2ccccc2c1)Nc1cccnc1Cl
→ -1.0 | -6 | 2 | 2.4 | 5 | 0.0 | -1 | 5 | -7 | 1.6 | -1.4
- C[C@H](O)CNC(=O)c1[nH]cnc1C(=O)Nc1cccc(Cl)c1
→ -0.4 | 1 | -3 | 1.8 | 0 | -2.0 | 4 | -1 | 1 | 0.4 | -1.4
- COc1ccc(NCc2nnc(SCC(=O)Nc3ccccc3OC)o2)cc1
→ 3.5 | 1 | 1 | 0.1 | -2 | -0.4 | 2 | -2 | -6 | 0.0 | 0.4
- CCOC(=O)c1cnc(-n2nc(C)cc2C)nc1NNc1nc(C)cc(C)n1
→ -1.2 | -2 | -1 | 0.0 | -1 | -0.2 | -1 | -3 | 1 | 0.1 | -1.8
- CCCCN(C)CCNC(=O)CCNC(=O)Cn1ccc2ccccc2c1=O
→ -0.3 | -6 | -2 | 2.9 | 3 | 0.3 | 1 | -3 | 4 | -0.2 | -1.6
- O=C(NC1CCCCC1)c1ccc(NS(=O)(=O)c2cccc3cccnc23)cc1
→ -1.0 | -8 | -4 | 3.1 | -1 | -0.8 | 2 | -1 | 4 | -0.9 | -1.5
- CCOc1ccc(OCCC(=O)OC(C)C(=O)Nc2ccc(Cl)cn2)cc1 (stereo not given)
→ 0.6 | -8 | -5 | 0.5 | -9 | -0.1 | -5 | -4 | -3 | -1.6 | -1.2
- CCOCCCn1c(NN)nc2ccccc2c1=O
→ -2.5 | -5 | -2 | -0.6 | -3 | -1.4 | -4 | 0 | -1 | -1.2 | -2.5
- Brc1ccc(-c2noc3c2-c2nc(-c4ccccc4)sc2CC3)cc1
→ -0.2 | -1 | -1 | 0.8 | 4 | 0.8 | 0 | 0 | 5 | -0.3 | -1.0
- Cc1ccc(C(=O)OC(C)CN2C(C)CCCC2C)cc1 (stereo not given)
→ 4.0 | -8 | -5 | 0.4 | 2 | 0.7 | 2 | -2 | 2 | 0.2 | -0.7
- Cc1sc2ncnc(NCCCn3ccnc3)c2c1C
→ -0.6 | 3 | 0 | -0.7 | 3 | -0.9 | -11 | 0 | -1 | -0.9 | -1.2
- CN(C(=O)c1ccc2nc(N)sc2c1)c1ccccc1
→ -1.0 | -5 | -1 | -0.6 | 2 | -0.3 | -4 | 0 | -4 | -0.6 | -1.2
- CCCS(=O)(=O)c1nc(S(=O)(=O)c2ccc(C)cc2)c(N2CCN(CC)CC2)s1
→ -1.1 | -4 | 1 | -3.0 | 3 | -0.3 | -1 | -1 | 4 | 0.1 | -0.9

Bioassay records: PubChem, several laboratories
